Bioassay records deposited in PubChem by Sanford-Burnham Center for Chemical Genomics.
Scp1 inh: Scp-1 phosphatase inhibitors, primary screen, biochemical, colorimetric, uHTS; 340,000 compounds, 0.88% hits; Carboxy-terminal domain RNA polymerase II polypeptide A small phosphatase 1 (Homo …; AID 493091, 2011; inhibition, % at 20 µM; Recombinant Scp1, phosphopeptide, malachite green phosphate absorbance;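 active = inhibition above about 50% at 20 µM, limit read from the data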;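 also: plate controls were DMSO wells with enzyme for no effect and wells lacking enzyme for full effect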
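Incubation: 45 min enzyme reaction at room temperature / System: truncated SCP-1 phosphatase (76-261aa) / Reagent: Phospho 17-mer peptide substrate / Buffer or medium: Acidic Tris acetate buffer with magnesium and detergent / Signal: absorbance at 630 nm / Doses: one concentration, 20 µM, with 1.0% DMSO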
LMPTP inh: LMPTP phosphatase inhibitors, primary screen, biochemical, fluorescence intensity, uHTS | 360,000 compounds, 0.22% hits | inhibition, % at 20 µM | recombinant LMPTP-A, OMFP fluorogenic substrate | AID 651560, 2012 | Low molecular weight phosphotyrosine protein phosphatase (Homo sapiens), P24666;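 active = compounds that cut the enzyme signal by at least half of the control window in the single-dose screen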;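 also: plate controls were DMSO wells with enzyme plus substrate for no effect and substrate without enzyme for full effect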
Target sequence (P24666 whole entry, looked up): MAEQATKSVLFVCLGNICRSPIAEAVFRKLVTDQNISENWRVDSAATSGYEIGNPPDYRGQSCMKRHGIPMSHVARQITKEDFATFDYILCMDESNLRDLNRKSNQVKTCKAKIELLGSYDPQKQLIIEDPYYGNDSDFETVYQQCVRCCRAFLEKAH
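material = LMPTP-A | quantity = 0.625 nM enzyme | reagent = OMFP substrate, 400 µM final | buffer or medium = Bis-Tris pH 6.0, DTT, detergent | detection = endpoint fluorescence intensity from OMFP dephosphorylation | dosing = single 20 µM dose | read-out basis = % inhibition relative to no-enzyme and uninhibited control wells | control set = no-enzyme and uninhibited controls | timing = 50 min at room temperature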
SKN-1 block: suppressors of acrylamide-induced Pgst-4::GFP reporter in worms, primary screen, SKN-1 inhibitor project, whole organism, uHTS, GFP/RFP fluorescence ratio, strain VP596; C. elegans VP596 Pgst-4::GFP/RFP ratio, 24 h; inhibition, % at 21.8 µM; 360,000 compounds, 0.49% hits;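 active = interference check ratio from 0.5 to 1.5 plus GFP to RFP signal ratio inhibition reaching or exceeding a fixed threshold, cut at about 30% in these data, passing the limit was not always enough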; also: some compounds called inactive have numbers as strong as hits
CendR NRP1 mod: modulators of CendR peptide binding to NRP-1, primary screen, biochemical, fluorescence polarization, uHTS; inhibition, % at 25 µM; FAM-RPARPAR peptide binding to NRP-1; AID 602438, 2012; 360,000 compounds, 0.85% hits; Neuropilin-1 (Homo sapiens), O14786;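 active = inhibition or corrected inhibition above about 18%, plus a signal ratio from 0.5 to 1.5, limit read from the data, passing the limit was not always enough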; also: strong numbers were not always called active
Target sequence (O14786 whole entry, looked up): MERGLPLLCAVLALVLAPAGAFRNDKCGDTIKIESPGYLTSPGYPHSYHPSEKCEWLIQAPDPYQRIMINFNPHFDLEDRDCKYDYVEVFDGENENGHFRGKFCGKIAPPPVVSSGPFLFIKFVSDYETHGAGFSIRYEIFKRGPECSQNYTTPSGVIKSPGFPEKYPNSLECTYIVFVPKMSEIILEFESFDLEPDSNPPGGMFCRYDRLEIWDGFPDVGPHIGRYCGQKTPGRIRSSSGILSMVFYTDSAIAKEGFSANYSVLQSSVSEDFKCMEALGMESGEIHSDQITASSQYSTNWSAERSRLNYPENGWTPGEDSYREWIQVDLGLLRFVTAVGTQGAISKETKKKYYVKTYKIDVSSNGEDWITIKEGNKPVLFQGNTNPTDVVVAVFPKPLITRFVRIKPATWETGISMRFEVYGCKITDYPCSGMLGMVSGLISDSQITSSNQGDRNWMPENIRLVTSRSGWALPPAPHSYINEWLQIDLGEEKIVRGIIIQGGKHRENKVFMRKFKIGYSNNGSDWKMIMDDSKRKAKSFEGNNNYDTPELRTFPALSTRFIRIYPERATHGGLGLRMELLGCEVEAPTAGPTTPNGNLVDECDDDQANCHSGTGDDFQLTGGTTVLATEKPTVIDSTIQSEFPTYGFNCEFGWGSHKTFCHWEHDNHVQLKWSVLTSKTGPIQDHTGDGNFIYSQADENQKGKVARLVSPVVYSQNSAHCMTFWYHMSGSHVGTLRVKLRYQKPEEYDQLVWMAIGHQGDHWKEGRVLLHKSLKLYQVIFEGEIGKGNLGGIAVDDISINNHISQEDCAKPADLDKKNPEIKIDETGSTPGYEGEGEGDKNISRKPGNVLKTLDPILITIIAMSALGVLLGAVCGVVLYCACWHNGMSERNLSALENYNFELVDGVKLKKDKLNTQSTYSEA
STEP block: STEP phosphatase inhibitors, primary screen, biochemical, fluorescence intensity, uHTS; Tyrosine-protein phosphatase non-receptor type 5 (Homo sapiens), P54829; recombinant STEP, OMFP fluorogenic substrate; inhibition, % at 20 µM; 360,000 compounds, 0.25% hits; AID 588621, 2011;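 active = inhibition at 20 µM, scaled per plate between control wells, above about 37%, limit read from the data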;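 also: 0% = DMSO with enzyme and substrate and 100% = substrate only without enzyme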
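Test system: STEP tyrosine phosphatase / Reagent: OMFP at 25 µM / Doses: 20 µM, 1% DMSO / Read-out: percent inhibition scaled to no-enzyme and uninhibited-enzyme controls, plate-pattern corrected / Detection: FITC-channel fluorescence of OMFP product / Medium: Bis-Tris buffer pH 6.0, 2.5 mM DTT, 0.005% Tween 20 / Schedule: 20 min at room temperature, dark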
SUMO1-SIM PPI: modulators of SUMO1 protein-protein interactions, primary screen, biochemical, uHTS; 360,000 compounds, 0.33% hits; inhibition, % at 20 µM; AID 602429, 2012; SUMO1 binding to a labelled peptide, TR-FRET, 1 h; in the data active = inhibition above about 37%
NadD block: inhibitors of S. aureus NadD, primary screen, biochemical, colorimetric, uHTS | purified NadD enzyme, colorimetric absorbance read-out | inhibition, % at 20 µM | 360,000 compounds, 0.78% hits | AID 602399, 2012; in the data active = inhibition above about 26%; also: some compounds past the cut are filed as inactive
Rpn11 inh: Rpn11 (PSMD14) deubiquitinase inhibitors, primary screen, biochemical, fluorescence polarization, uHTS | 26S proteasome non-ATPase regulatory subunit 14 (Homo sapiens), O00487 | human 26S proteasome, Ub4-pepOG fluorescence polarization; 20S core pre-blocked with epoxomicin | calls only at 20 µM | 360,000 compounds, 0.59% hits | AID 588493, 2011;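 active = inhibition at 20 µM, scaled to each plate's controls, above about 33%, limit read from the data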
MT1-MMP act inh: blockers of MT1-MMP proenzyme processing, primary screen, HT1080 RFP-PRO-GFP cells, GFP/RFP fluorescence | Matrix metalloproteinase-14 (Homo sapiens), P50281 | GFP/RFP ratio fluorescence, overnight; percent of plate control window, DMSO zero | GFP/RFP ratio change, % at 20 µM | 360,000 compounds, 0.061% hits | AID 651647, 2012;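 active = GFP/RFP ratio change of at least 30% with cell ATP level not reduced by more than half and red fluorescence within 50% of control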; also: strong numbers were not always called active
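Read-out: GFP/RFP fluorescence ratio; Test system: RFP-PRO-GFP reporter HT1080 cells; Compound dosing: single-point 20 µM compound, 1% DMSO; Times: overnight compound exposure at 37 °C.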
DNMT1 inh: human DNMT1 methyltransferase inhibitors, primary screen, biochemical, molecular beacon, fluorescence, HinP1I cleavage, uHTS. inhibition (reported as % activation of signal), % at 10 µM. 360,000 compounds, 0.83% hits. DNA (cytosine-5)-methyltransferase 1 (Homo sapiens), P26358. AID 588458, 2011; in the data active = inhibition above about 50%
Starred values were filed as active, the others as inactive; i = inactive; nt = no result given.

[1] O=c1[nH]c(N2CCOCC2)nc2c1CCCC2
[2] Cc1ccc(NC(=O)CNC(=O)c2sc3ccccc3c2Cl)nc1
[3] O=C(CSc1n[nH]c(=O)[nH]c1=O)NC1CCCCC1
[4] Cc1ccc2nc(-c3ccccc3)c(Cc3cccc(F)c3)n2c1
[5] Cc1ccc(NC(=O)CS(=O)(=O)c2c[nH]c3ccccc23)c(C)c1
[6] CC(=O)n1cc([C@@H]2C=C(C(=O)Nc3ccccc3)O[C@H](OCc3ccc(CO)cc3)C2)c2ccccc21
[7] CC1=C(O)c2ccccc2C(=O)C1=O
[8] CC(Sc1nnc(N)s1)c1ccccc1Cl (stereo not drawn)

assay / entry	1	2	3	4	5	6	7	8
Scp1 inh	-8	-1	-7	nt	5	-9	nt	-4
LMPTP inh	0.1	0.4	3.2	3.0	-1.0	4.0	2.3	0.0
SKN-1 block	-16	21	-7	8	-28	10	6	-2
CendR NRP1 mod	3	-17	4	6	9	9	7	2
STEP block	5	1	-2	nt	-3	-3	-2	2
SUMO1-SIM PPI	0	-10	-6	6	-3	-3	-36	7
NadD block	-5	4	-4	2	0	1	9	1
Rpn11 inh	i	i	i	nt	i	i	i	i
MT1-MMP act inh	-1	-3	-9	1	-3	-2	11	0
DNMT1 inh	0	1	2	nt	3	-12	-4	-2

[9] COc1ccc(NC(=O)CN(C)C(=O)Cn2cnc3c2c(=O)n(C)c(=O)n3C)cc1
[10] Cc1nnc(SC(C)C(=O)Nc2ccc3ccccc3c2)[nH]c1=O (stereo not drawn)
[11] CC(/C=N/O)Cc1ccc2c(c1)OCO2 (stereo not drawn)
[12] CN(C)C(=O)c1ccc(NC(=O)c2cccc(S(=O)(=O)N3CCN(Cc4ccccc4)CC3)c2)cc1
[13] C=CCOCCN(C)C1=NS(=O)(=O)c2cc([N+](=O)[O-])ccc21
[14] Cc1ccc(SCc2cc(-c3ccc(Cl)cc3)on2)cc1
[15] COc1ccccc1CN1CC(C(=O)NCCC2=CCCCC2)CCC1=O (stereo not drawn)
[16] CCCN(CCC)S(=O)(=O)c1cc2c(cc1Br)CCN2C(=O)CC

assay / entry	9	10	11	12	13	14	15	16
Scp1 inh	-5	-5	-4	-13	-5	2	0	-7
LMPTP inh	-0.9	-1.0	0.1	-9.2	-0.1	1.4	-0.6	0.2
SKN-1 block	10	22	-9	19	4	-15	17	13
CendR NRP1 mod	0	-1	3	3	-13	3	9	5
STEP block	3	-1	3	0	-4	2	2	0
SUMO1-SIM PPI	2	-1	0	-11	-25	0	0	0
NadD block	1	-2	-6	6	-1	2	-6	-1
Rpn11 inh	i	i	i	i	i	i	i	i
MT1-MMP act inh	2	-4	4	-7	3	0	4	3
DNMT1 inh	-1	-2	1	3	0	2	-1	-5

Of the compounds above, these contain an aryl methoxy group.
[9] COc1ccc(NC(=O)CN(C)C(=O)Cn2cnc3c2c(=O)n(C)c(=O)n3C)cc1
[15] COc1ccccc1CN1CC(C(=O)NCCC2=CCCCC2)CCC1=O (stereo not drawn)

assay / entry	9	15
Scp1 inh	-5	0
LMPTP inh	-0.9	-0.6
SKN-1 block	10	17
CendR NRP1 mod	0	9
STEP block	3	2
SUMO1-SIM PPI	2	0
NadD block	1	-6
Rpn11 inh	i	i
MT1-MMP act inh	2	4
DNMT1 inh	-1	-1

(continued)
[17] O=C(Nc1cccc(C(=O)N2CCCC2)c1)C1CC1
[18] COc1cc2c(cc1OC)C(=O)CC(C)S2 (stereo not drawn)
[19] O=C(Nc1ccc(F)cc1)Oc1ccc[nH]c1=O
[20] C/C(=N/Nc1ccc(C(=O)O)cc1)c1ccc(O)c(O)c1O
[21] NNC(=O)c1c(O)c2cccc3c2n(c1=O)CCC3
[22] COc1ccc(N2C(=S)N=C(Nc3ccccc3)C23CCCCC3)cc1
[23] O=C(OCC(=O)N1CCOCC1)c1ccc(F)cc1Cl
[24] O=C(NCSc1ccnc(SCNC(=O)c2ccccc2)n1)c1ccccc1

assay / entry	17	18	19	20	21	22	23	24
Scp1 inh	10	0	-15	4	-7	-11	1	4
LMPTP inh	-0.4	-0.6	-0.4	-1.0	-1.9	-0.5	-1.7	-0.2
SKN-1 block	-7	0	6	5	0	-6	-1	1
CendR NRP1 mod	6	4	-7	-5	3	-14	10	-6
STEP block	2	-2	0	4	2	2	-2	2
SUMO1-SIM PPI	2	-12	-4	9	6	0	0	-2
NadD block	1	-4	-7	3	1	1	-1	-3
Rpn11 inh	i	i	i	i	i	i	i	i
MT1-MMP act inh	4	-2	4	7	1	0	-4	4
DNMT1 inh	5	0	-2	-4	0	5	1	-3

[25] Cc1ccccc1OCC(=O)NCCc1nc2ccccc2[nH]1
[26] Cn1cc([N+](=O)[O-])c(C(=O)N/N=C/c2ccc3c(c2)OCO3)n1
[27] CCOc1ccc(Oc2nc(Nc3ccc(C)cc3)nc(N(C)C)n2)nn1
[28] CC(=O)OC(c1nc2ccccc2c(=O)n1C1CC2(OC1=O)c1ccccc1N1C(=O)C(C)(C)N(O)C12)C(C)C (stereo not drawn)
[29] COc1ccc(OC)c(-c2nn(-c3ccccc3)cc2C(=O)NCC2CCCO2)c1 (stereo not drawn)
[30] Cc1ccc(S(=O)(=O)Nc2ccc(C(=O)NCc3ccccn3)cc2)cc1
[31] O=C(OCCNc1ccc(C(F)(F)F)cc1[N+](=O)[O-])c1cc2ccccc2oc1=O
[32] CS/C(=N\S(=O)(=O)c1cccs1)Nc1ccc(F)c(Cl)c1

assay / entry	25	26	27	28	29	30	31	32
Scp1 inh	-2	-3	-7	1	-6	-9	-10	-2
LMPTP inh	-0.2	-0.4	1.2	1.1	-1.0	0.0	3.8	-1.8
SKN-1 block	7	7	6	-6	15	2	-5	-14
CendR NRP1 mod	0	0	0	15	10	2	-209	-3
STEP block	-2	-4	0	1	2	3	2	1
SUMO1-SIM PPI	0	-21	-1	5	2	-4	-2	0
NadD block	-2	1	-6	-1	-1	1	-2	0
Rpn11 inh	i	i	i	i	i	i	nt	i
MT1-MMP act inh	2	1	-6	0	-2	-4	9	2
DNMT1 inh	-2	0	-1	-6	1	0	0	10

[33] Cc1ccccc1C(=O)Nc1sc2c(c1C(=O)O)CCC2
[34] Cc1sc2ncnc(Nc3ccc(N4CCOCC4)cc3)c2c1-c1ccccc1
[35] CC(=O)C(CC(=O)N1CCCC1)C(=O)Nc1ccc(Cl)cc1 (stereo not drawn)
[36] OC[C@@H](O)[C@@H](O[C@H]1O[C@H](CO)[C@@H](O)[C@H](O)[C@H]1O)[C@H](O)[C@@H](O)CO
[37] CCCCOc1ccccc1N1CCN(CCCN2C(=O)C3CCCN3C2=O)CC1 (stereo not drawn)
[38] CC(C)C[C@H]1CN(CCCC[C@@H]2CNC(=O)C(=O)N2Cc2ccccc2)C(=O)C(=O)N1CCc1ccccc1
[39] O=C1CC(c2cc3c(cc2Br)OCO3)C2=C(CCCC2=O)N1 (stereo not drawn)
[40] CC(C)(C)C(=O)N1CCN(c2ccc(NC(=O)c3ccc4c(c3)OCCO4)cc2)CC1

assay / entry	33	34	35	36	37	38	39	40
Scp1 inh	-13	-6	2	4	-6	nt	4	-1
LMPTP inh	-0.4	3.5	-1.3	-1.2	-2.0	-1.6	-0.8	1.0
SKN-1 block	8	5	15	-14	-8	-10	-1	2
CendR NRP1 mod	0	-2	-1	2	3	2	5	14
STEP block	2	-1	3	1	-4	nt	-4	2
SUMO1-SIM PPI	4	-2	1	-1	6	0	0	5
NadD block	-5	2	1	-2	-4	15	-5	-4
Rpn11 inh	i	i	i	i	i	nt	i	i
MT1-MMP act inh	0	-9	-2	1	-3	4	0	-1
DNMT1 inh	0	-6	1	0	6	nt	-2	-3

Full records as entered above. Values in the order: Scp1 inh	LMPTP inh	SKN-1 block	CendR NRP1 mod	STEP block	SUMO1-SIM PPI	NadD block	Rpn11 inh	MT1-MMP act inh	DNMT1 inh
C=CCOCCN(C)C1=NS(=O)(=O)c2cc([N+](=O)[O-])ccc21 across the screens: -5	-0.1	4	-13	-4	-25	-1	i	3	0
COc1ccccc1CN1CC(C(=O)NCCC2=CCCCC2)CCC1=O (stereo not drawn) across the screens: 0	-0.6	17	9	2	0	-6	i	4	-1
Cc1ccc(SCc2cc(-c3ccc(Cl)cc3)on2)cc1 across the screens: 2	1.4	-15	3	2	0	2	i	0	2

More structures.
[41] N#Cc1ccc(CSc2nnc(-c3c[nH]c4ccccc34)n2-c2ccccc2)cc1
[42] CC(C(=O)Nc1ccccc1-c1ccccc1)N1CCCCC1 (stereo not drawn)
[43] Cn1cnnc1SC/C(O)=C(\C#N)c1nc2ccccc2[nH]1
[44] COC(=O)C(Cc1csc2ccc(Cl)cc12)NC(=O)c1ccc(Cl)cc1 (stereo not drawn)
[45] Cc1ccc(C(=O)N2NC(c3ccc(F)cc3)C3C(=O)N(c4ccc(C)c(C)c4)C(=O)C32)cc1 (stereo not drawn)
[46] CC[C@H](C)[C@H](NC(N)=O)C(=O)NCCc1ccc(Cl)cc1
[47] CC1CCc2c(sc3nc(C(C)(C)C)nc(N4CCN(C(=O)CCl)CC4)c23)C1 (stereo not drawn)

assay / entry	41	42	43	44	45	46	47
Scp1 inh	22	-13	-1	-20	2	1	0
LMPTP inh	0.4	-0.1	-0.8	3.6	-0.5	-0.2	2.7
SKN-1 block	-6	3	-15	-8	13	3	4
CendR NRP1 mod	4	8	-21	-15	-19	0	-15
STEP block	1	2	-3	0	1	-5	2
SUMO1-SIM PPI	2	0	8	-1	3	3	9
NadD block	19	0	-4	-6	10	-2	6
Rpn11 inh	i	i	i	i	i	i	i
MT1-MMP act inh	1	1	-1	3	nt	0	-6
DNMT1 inh	-1	-1	1	0	2	-1	23
